RGS4-Gao reg: modulates binding of RGS4 to human Galphao. 220,000 compounds, 0.33% hits. binding response (% of control), % at 10 µM. P09471. AID 1415. Multiplexed bead flow cytometry; actives lie on both sides; in the data active = binding response below about 49% or above about 150%; inactive = in between;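 note: fluorescent Galphao activated with aluminum fluoride binding bead-coupled RGS4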
Target sequence (P09471 whole entry, looked up): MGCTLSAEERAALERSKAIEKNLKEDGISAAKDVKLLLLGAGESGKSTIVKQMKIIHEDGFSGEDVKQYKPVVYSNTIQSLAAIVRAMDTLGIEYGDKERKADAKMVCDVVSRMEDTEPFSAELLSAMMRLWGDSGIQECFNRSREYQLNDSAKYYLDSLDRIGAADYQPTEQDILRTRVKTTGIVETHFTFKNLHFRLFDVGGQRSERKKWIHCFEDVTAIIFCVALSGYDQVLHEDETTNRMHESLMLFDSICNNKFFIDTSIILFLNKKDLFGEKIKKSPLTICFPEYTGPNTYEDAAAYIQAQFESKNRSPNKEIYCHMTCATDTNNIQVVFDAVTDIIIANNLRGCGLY
RGS7-Gao reg: modulates binding of RGS7 to human Galphao; AID 1439; 220,000 compounds, 0.35% hits; binding response (% of control), % at 10 µM; Multiplexed bead flow cytometry; actives lie on both sides; P09471; in the data active = binding response below about 49% or above about 150%; inconclusive = no clear call, values can overlap the other calls; inactive = in between;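 note: fluorescent Galphao held in activated GDP-AlF4 state binding bead-coupled RGS7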
RGS8-Gao reg: regulators of human RGS8-Galphao interaction; response (percent of control binding), % at 10 µM; P09471; AID 1423; 220,000 compounds, 0.34% hits; multiplexed bead flow cytometry, RGS8-Galphao binding; actives lie on both sides; in the data active = response below about 60% or above about 140%; inactive = in between;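 note: Galphao activated as the GDP aluminium fluoride complex binding bead-coupled RGS8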
* marks the source's active call; other numbers are inactive results; ? = inconclusive; & = joins results of further samples; [ ] = another dose, or the depositor's remark. The list is partial. The share of hits here may be higher or lower than overall.

SMILES	RGS4-Gao reg	RGS7-Gao reg	RGS8-Gao reg
BrC(/C=N/N1CCN(Cc2ccccc2)CC1)=C/c1ccccc1	95	?	95
CC1(C)CC(=O)C(N=Nc2cccc([N+](=O)[O-])c2)=C(O)C1	99	?	101
CC(C)(CO)NS(=O)(=O)c1ccc2c(c1)C(=O)c1cc(S(=O)(=O)NC(C)(C)CO)ccc1-2	87	?	97
C=CCOC(=O)C1=C(C)NC(SCC(N)=O)=C(C#N)C1c1ccc(C)cc1 (stereo unspecified)	80	?	85
CCOC(=O)c1sc(=S)n(Cc2ccccc2)c1C	103	?	103
O=C(NNc1c(Cl)cc(Cl)cc1Cl)c1n[nH]c(=O)c2ccccc12	95	?	98
Cc1ccc(/C=C2\SC(=S)N(CCC(=O)NNS(=O)(=O)c3ccccc3)C2=O)cc1	97	?	100
CCOc1ccccc1CN1CCN(CC2=Cc3cc(OC)ccc3OC2)CC1CCO (stereo unspecified)	104	?	103
c1ccc(-c2nc3c4ccccc4ccn3c2CN2CCCCC2)cc1	104	?	103
COc1cc(O)c(C(CCN2CCN(c3ccccc3)CC2)c2ccc3c(c2)OCO3)c(OC)c1 (stereo unspecified)	101	?	102
Cc1nn(C)c(NC(=O)c2ccc([N+](=O)[O-])cc2)c1Cl	114	?	100
Cc1ccc(NC(=O)C(C)S)cc1 (stereo unspecified)	98	?	100
CC(C)(C)c1ccc(C(=O)Nc2ccc(Oc3cccnc3)nc2)cc1	104	?	103
CCOC(=O)C1=NN(C(=O)c2cccc(Br)c2)C(O)(C(C)(C)C)C1 (stereo unspecified)	99	?	101
CCN(CC)CCN1C(=O)C(=O)/C(=C(/O)c2c(C)[nH]c(C(=O)OC)c2C)C1c1ccc(C)o1 (stereo unspecified)	100	?	100
O=C(NNC(=O)c1ccc(Oc2ccc(C3SCCS3)cc2)o1)c1ccc(Cl)cc1	100	?	100
O=C(CSc1nccc(-c2cccs2)n1)Nc1cccc(Cl)c1	95	?	95
CC(O)[C@H]1CNC(=O)C(=O)N1CCC12CC3CC(CC(C3)C1)C2 (stereo partly specified)	99	?	102
COc1cccc(-c2c3c([nH]c(=O)c2C#N)CCc2cc(OC)ccc2-3)c1	88	?	102
O=[N+]([O-])c1ccc(-c2nc(C(Cl)Cl)c3ccccc3n2)cc1	87	?	95

The final 5 records of the section above come first, to join the parts.
SMILES	RGS4-Gao reg	RGS7-Gao reg	RGS8-Gao reg
O=C(NNC(=O)c1ccc(Oc2ccc(C3SCCS3)cc2)o1)c1ccc(Cl)cc1	100	?	100
O=C(CSc1nccc(-c2cccs2)n1)Nc1cccc(Cl)c1	95	?	95
CC(O)[C@H]1CNC(=O)C(=O)N1CCC12CC3CC(CC(C3)C1)C2 (stereo partly specified)	99	?	102
COc1cccc(-c2c3c([nH]c(=O)c2C#N)CCc2cc(OC)ccc2-3)c1	88	?	102
O=[N+]([O-])c1ccc(-c2nc(C(Cl)Cl)c3ccccc3n2)cc1	87	?	95
Cn1cnc([N+](=O)[O-])c1SCCO	99	?	104
COCCn1cnc2c(c1=O)c1nc3ccccc3nc1n2/N=C/c1ccc(OC)c(OC)c1	95	?	99
CNC(=O)COC(=O)c1ccccc1NC(=O)c1ccco1	96	?	94
c1ccc(Oc2nc(-c3cccnc3)nc3ccccc23)cc1	101	?	100
N#Cc1ccc(C23CC4(C2)[C@H](CN(Cc2ccc(C(F)(F)F)cc2)[C@@H]4c2ccccc2)C3c2ccccc2)cc1 (stereo partly specified)	98	?	99
COc1ccc(/C=C2\SC(=S)N(N3CCOCC3)C2=O)c(OC)c1	91	?	95
CCCOCC(O)CC(Cc1ccccc1)C(=O)NN (stereo unspecified)	100	?	102
Cc1cc(-c2cc(C(=O)NCc3ccccc3)on2)nc(NCC2CC2)n1	95	?	99
COC(=O)c1ccc(NC(=O)COc2ccc([N+](=O)[O-])cc2)cc1	102	?	102
CCCn1ncc(/C=N/O)c1C	98	?	99
CCc1cc(C(=O)c2ccc(OC)cc2)c(NC(=O)CC(C)(C)CC(=O)O)s1	99	?	96
O=C(COC(=O)CSc1nnc(-c2ccc(Cl)cc2)o1)Nc1cc(Cl)ccc1Cl	102	?	102
Cc1c(C(=O)N2CCCc3ccccc32)sc2nc(-c3ccccc3)cn12	103	?	104
CN(CCn1ccnc1)Cc1cn(Cc2ccccc2)nc1-c1ccc2c(c1)OCO2	73	?	85
COc1ccc(-c2cn[nH]c2-c2ccc(OCc3ccccc3F)cc2O)cc1OC	95	?	100
Cc1c([N+](=O)[O-])c2ccc(O)cc2n1-c1ccccc1	92	?	94
CCOC(=O)c1cc(-c2csc(Nc3c(C)cc(C)cc3C)n2)on1	105	?	104
Cc1nn(-c2ccccc2)c(=O)c2noc(C)c12	103	?	102
COc1cc(O)c(C(CC(=O)N2CCCC(C)C2)c2ccc3c(c2)OCO3)c(OC)c1 (stereo unspecified)	99	?	101
CSc1sc(C(=O)Nc2ccc(F)cc2F)c2c1C=CCC2	100	?	98
CCCCNC(=S)Nc1cc(S(=O)(=O)N2CCCCC2)ccc1C	101	?	102
COC(=O)c1cc(NC(=O)c2cc(-c3ccc(Cl)cc3)oc2C(F)(F)F)ccc1N1CCOCC1	110	?	103
Cc1c2c(=O)n(-c3nc4ccccc4s3)nc-2cc(O)n1Cc1ccccc1	98	?	101
CCC1=C(OC(=O)N(CC)CC)N2C(=O)OC(=NCC(=O)OC)[C@]2(Cc2ccccc2)[C@H]2C1=CC[C@H]1C(=O)NC(=O)[C@H]12	104	?	102
Cc1ccc(SCC(=O)Nc2c(Br)cnn2C)cc1	97	?	98
Nc1nc(N)nc(-c2ccccc2-c2nc(N)nc(N)n2)n1	108	?	106
Cc1cc2cc(CNC(=O)Cc3cccs3)ccc2n1C	102	?	102
Cc1ccc2nc(C)c3c(c2c1)SCC3	207*[activator]	?	103
COc1ccc(Br)cc1/C=N/NC(=O)Cn1nnnc1N	99	?	97
Cc1cc(C(=O)O/N=C(\N)c2ccncc2)ccc1[N+](=O)[O-]	95	?	100
CCOC(=O)C1CCN(c2nc(N)c3c(N)nc(SCC(=O)O)cc3c2C#N)CC1	95	?	95
CC1=C(C(N)=O)C(c2cccs2)n2ncnc2N1 (stereo unspecified)	87	?	91
COc1cc(/C=N/NC(=O)CCn2nc(C)cc2C)ccc1O	99	?	96
Cc1cnc(NS(=O)(=O)c2ccccc2)c(Br)c1	104	?	101
CC(=O)Nc1ccc(C(=O)N/C(=C\c2ccccc2)C(=O)Nc2cccc(C(=O)O)c2)cc1	96	?	99
Cc1ccccc1-n1cnc2c(sc3nc(N4CCOCC4)c4c(c32)CCCC4)c1=O	100	?	101
CC(C)n1nc(C(=O)N2CCN(S(=O)(=O)c3cccs3)CC2)c2ccccc2c1=O	97	?	99
COc1cc(/C=C2/C(=O)N(c3ccc([N+](=O)[O-])cc3)N=C2N2CCOCC2)ccc1O	108	?	100
O=C1CC(N2CCOCC2)C(=O)N1c1ccc(Cl)cc1 (stereo unspecified)	95	?	93
COc1ccc(C(C)=O)cc1COc1ccc(Cl)cc1Cl	86	?	98
Nc1ccc(N=Nc2ccccc2Cl)c(N)n1	102	?	99
O=C(CN1CCN(S(=O)(=O)c2ccccc2)CC1)NC(=O)NCc1ccco1	100	?	97
COC(=O)c1sc(N2C(=O)C(=O)/C(=C(/O)c3ccc(C)cc3)C2c2ccco2)nc1C (stereo unspecified)	103	?	103
CN(C(=O)Nc1ccccc1)n1cnc2ccccc2c1=O	95	?	100
c1ccc(-c2nc3c4ccccc4ccn3c2CN2CCOCC2)cc1	99	?	99
O=C(NC(=O)c1ccc(C(F)(F)F)cc1)Nc1ccc(-c2cnco2)cc1	100	?	100
O=C(NCc1nc(-c2ccc(C(F)(F)F)cc2)no1)Nc1ccc(F)cc1F	100	?	102
CC1=C(C(=O)c2ccccc2)C(c2ccc(O)cc2)NC(=S)N1 (stereo unspecified)	99	?	100
Cc1nc(C(=O)N2CCCC(C(=O)c3ccc(Cl)cc3)C2)cs1 (stereo unspecified)	97	?	97
Cc1ccc(C(=O)N2CCN(c3ccc([N+](=O)[O-])cc3-n3cccc3)CC2)cc1	101	?	99
CN(NC1OC(=O)c2ccccc21)c1ccc(Cl)cc1[N+](=O)[O-] (stereo unspecified)	119	?	109
Cc1cc(C)c(C#N)c(SCCS(=O)(=O)c2ccc(Cl)cc2)n1	90	?	91
Cc1cc(NCc2ccccn2)n2ncc(-c3ccccc3)c2n1	104	?	106
COc1cc(NC(=O)c2n[nH]c(=O)c3ccccc23)cc(OC)c1	100	?	97
Cc1ccccc1-n1cc(-c2ccc(Br)cc2)nc1SCC(N)=O	107	?	99
CCN(CC)CCCN=Cc1c(O)n(-c2cccc(C)c2)c(=O)c2ccccc12	99	?	100
CCOCCc1c(O)nc(SCC)[nH]c1=O	97	?	101
COc1ccc(/C=C2\CCc3ccccc3C2=O)cc1CN1CCOCC1	104	?	105
Cc1cccc(Cl)c1NC(=S)NCCc1ccccn1	88	?	96
N/C(=N\c1nc2ccccc2o1)NC(=O)c1cccc(Cl)c1	99	?	96

Four entries picked at random from the list so far, as already listed:
SMILES	RGS4-Gao reg	RGS7-Gao reg	RGS8-Gao reg
Cc1cc(-c2cc(C(=O)NCc3ccccc3)on2)nc(NCC2CC2)n1	95	?	99
COc1ccc(/C=C2\CCc3ccccc3C2=O)cc1CN1CCOCC1	104	?	105
CN(CCn1ccnc1)Cc1cn(Cc2ccccc2)nc1-c1ccc2c(c1)OCO2	73	?	85
O=C(NNc1c(Cl)cc(Cl)cc1Cl)c1n[nH]c(=O)c2ccccc12	95	?	98

New compounds follow:
SMILES	RGS4-Gao reg	RGS7-Gao reg	RGS8-Gao reg
CC(C)CN1CCN(Cc2ccc(Oc3ncccn3)cc2)CC1CCO (stereo unspecified)	103	?	101
CC(=O)Nc1ccc(S(=O)(=O)C(C#N)c2nc3ccccc3nc2NCCO)cc1 (stereo unspecified)	101	?	103
COc1ccccc1N1CCN(C2CCN(S(=O)(=O)c3ccc(C)cc3)CC2)CC1	95	?	98
CC(C)Sc1n[nH]c(=O)n1-c1ccccc1	96	?	99
C#CCSc1nc(=O)c2cccnc2n1-c1ccc(C)cc1	100	?	100
Cc1ccc2[nH]c3c(c2c1)CN(C(=O)CN1CCN(C(=O)c2ccco2)CC1)CC3	95	?	98
O=C(NNC(=O)c1ccc2nonc2c1)Nc1ccc(Cl)cc1	97	?	101
COC(C[C@H](O)[C@H](C)[C@H](O)COCc1ccccc1)OC	92	?	95
O=C(Nc1nc2c(Br)cc(Br)cc2c(=O)s1)C1CCC1	100	?	104
COc1ccc2cc(C(=O)C3CCCN(C(=O)c4cnccn4)C3)ccc2c1 (stereo unspecified)	100	?	98
COc1ccc(Nc2ncnc3c2cnn3-c2cccc(C)c2)cc1OC	112	?	103
CC1CC(=O)Nc2ccccc2N1S(=O)(=O)c1cccs1 (stereo unspecified)	98	?	99
CCOC(=O)C1=C(N)N2C(=O)C(C)SC2=C(C(=O)OCC)C1c1cc(OC)c(OC)c(OC)c1 (stereo unspecified)	103	?	104
CC#CCN1c2ccccc2[C@]23C[C@@H](C(=O)OC)N(C(=O)c4cc(C)oc4C)C2=NC(C(=O)OC)=C(C(=O)OC)[C@H]13	107	?	102
Cc1cccc(NC(=O)c2nc[nH]c2C(=O)N[C@@H](CC(C)C)C(=O)OCc2ccccc2)c1	109	?	102
C(=N\Nc1nc2ccccc2[nH]1)/c1ccc2ncccc2c1	102	?	105
CC(C(=O)NCC1CCCO1)N1C(=O)C2C3CC(C(Br)C3Br)C2C1=O (stereo unspecified)	101	?	101
O=C(NNS(=O)(=O)c1ccc(Cl)cc1)c1cccc(S(=O)(=O)N2CCOCC2)c1	96	?	96
CCOC(=O)NC(=O)c1cn(Nc2ccccc2)c(=O)[nH]c1=O	95	?	101
O=c1[nH]c2ccc([N+](=O)[O-])cc2nc1/C=C(\O)c1ccccc1	96	?	102
CC(=O)N/C(N)=N/c1nc2cc(C)ccc2o1	96	?	99
Cc1nc(-c2ccccn2)nc(SCC(=O)N2CCOCC2)c1Cl	102	?	102
Fc1ccc(SCCc2ccccn2)cc1	100&99	?	101&101
COC(C[C@H]1O[C@H]1[C@@H](O)[C@H](C)OCc1ccccc1)OC	98	?	102
O=C(CCCn1c(=O)oc2ccccc21)N1CCN(c2ccc(F)cc2)CC1	106	?	103
Cc1cc(C)n(C(N)=NC(=O)c2ccc([N+](=O)[O-])cc2)n1	35*	?	54*
CCOC(=O)NNc1ccc2nonc2c1[N+](=O)[O-]	100	?	97
COc1ccc2nc(SCC(=O)Nc3ccccc3OC)[nH]c2c1	94	?	99
COc1cc(C2CC(=O)Oc3c(C(CCN4CCCC(C)C4)c4ccc(N(C)C)cc4)c(OC)cc(OC)c32)cc(OC)c1OC (stereo unspecified)	94	?	99
Cc1ccc(C(=O)Nc2cccc(C(F)(F)F)c2)cc1NC(=O)c1nccn1C	100	?	101
NC(=O)N/N=C(/CCCCCC/C(=N\NC(N)=O)c1ccccc1)c1ccccc1	113	?	103
Nc1c(-c2nn[nH]n2)cnn1-c1cc(Cl)cc(Cl)c1	105	?	102
C/C=C\C(=O)Nc1cccc(C2=NOC3(C2)C[C@@H](C(N)=O)N(C(=O)c2ccc(OC)cc2)C3)c1 (stereo partly specified)	99	?	102

RGS8-Gao reg, hit marks shown above.
SMILES	RGS4-Gao reg	RGS7-Gao reg	RGS8-Gao reg
Cc1cc(C)n(C(N)=NC(=O)c2ccc([N+](=O)[O-])cc2)n1	35*	?	54*

From PubChem BioAssay
